Source: PubChem
MLL CXXC-DNA inh – blocks binding of human MLL CXXC domain to DNA; Q03164; MLL-CXXC / FITC-HOXA9 DNA fluorescence polarization; Potency, µM (top dose mostly 115 µM), inactives show top-dose activity change, negative = inhibition, hits mostly inhibitors; 290,000 tested, 0.037% active; active means well fitted inhibition curve with a large enough effect in the polarisation, with a control signal flat, not every such curve was filed as active; inconclusive means small, poorly fitted or top-dose-only effect, or effect the other way, or a change in a side signal; inactive means no such curve, though single readings can be large or run the other way; the % refers to the polarisation; further: potency means the concentration at half of the fitted maximal effect
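Fluorescence polarization: 7 uM MLL-CXXC (stock) preincubated 5 min with compounds, then 50 nM fluorescein-HOX-A9 DNA (stock) added; 30 min ambient. Buffer 50 mM Tris-HCl pH 7.5, 50 mM NaCl, 1 mM DTT, 0.05% BSA.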
AT treatment – candidate therapy for ataxia-telangiectasia; […] A-T fibroblasts, KAP-1 phosphorylation AlphaLISA; neocarzinostatin DNA damage 30 min before lysis; Potency, µM (series often up to 57.5 µM), inactives show at the highest dose activation, actives largely listed as activators; 320,000 tested, 0.19% active; further: potency means the concentration at half of the fitted maximal effect; % of control where 0% means no effect; nearly all actives have a fitted effect of over 45% in size
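hTERT-immortalized A-T patient fibroblasts ([…]), 500 cells/well in OPTI-MEM, 1% FBS, got compounds for 60 min, then NCS for 30 min at 37C. Lysates were then assayed for phospho-KAP-1 by AlphaLISA (anti-pKAP1 donor, anti-KAP1 acceptor beads), 6 hr at 25C.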
TRPV1 agonist – human TRPV1 agonism; Q8NER1; TRPV1-expressing cells, Fluo-8 calcium influx, agonist mode; activation, % at 8.33 µM; 320,000 tested, 0.19% active; in the data active means activation above about 80%; inconclusive means between about 30% and that limit; further: 0% is about no effect
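Fluo-8 calcium influx in TRPV1-expressing cells, kinetic read (ex 480/em 520 nm). Compound added and read 3 min for agonist activity, followed by capsaicin at EC20 final and 2 min further read for enhancement.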
GALK inh – galactokinase (human) inhibition | Potency, µM (top dose mostly 57.5 µM), for the others: top-dose activity change, negative = inhibition, hits mostly inhibitors | 270,000 tested, 0.007% active | Purified GALK, Kinase-Glo residual ATP luminescence; further: potency means the concentration at half of the fitted maximal effect; on the % scale 0 is the no-effect control and ±100 the full control effect
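Human GALK (5 nM) with 35 uM ATP and 100 uM galactose in 20 mM HEPES pH 8.0, 5 mM MgCl2, 60 mM NaCl, 1 mM DTT, 0.01% BSA. After 1 h at room temperature, leftover ATP was read by Kinase-Glo Plus luminescence.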
MBNL1-CUG inh – inhibitors of human MBNL1 binding to CUG repeat RNA; TR-FRET MBNL1-His/biotin-(CUG)12 binding, 665/545 ratio; Potency, µM (series often up to 57.5 µM), inactives show at the top dose activity change, negative = inhibition, usual class: inhibitors; 280,000 tested, 0.036% active; active means well fitted inhibition curve with a large enough effect in the signal ratio, with a control signal flat, not every such curve was filed as active; inconclusive means small, poorly fitted or top-dose-only effect, or effect the other way, or a change in a side signal; inactive means no such curve, though single readings can be large or run the other way; the % refers to the signal ratio; further: potency means the concentration at half of the fitted maximal effect; on the % scale 0 is the no-effect control and ±100 the full control effect
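TR-FRET readout: Ex 340 nm, 665/545 nm emission ratio, normalized to buffer-only (basal) and MBNL1-(CUG)12 controls. Complex of MBNL1-His with Biotin-(CUG)12, compounds 92 nM–58 uM, incubated 60 min at room temperature.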
hERG WT inh – blocks the wildtype human KCNH2 potassium channel; Q12809; U2OS, BacMam KCNH2, thallium flux FluxOr; stronger effect = lower value; activity change, % at 1.84 µM; 340,000 tested, 0.37% active; AID 720551;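 active means maximum activity change below -70%; inconclusive means maximum activity change between -70% and -50%; inactive means maximum activity change above -50%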; further: on the % scale 0 is the no-effect control and ±100 the full control effect
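U2OS cells were transduced with wild-type KCNH2 virus (2.03 x 10^8 / mL) for 4 h at room temperature, then cultured overnight at 37 C. Thallium flux was read with FluxOr dye. Rate constants were normalized to DMSO controls.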
KCNH2 3.1 block – KCNH2 3.1 (human) potassium channel inhibition. U2OS KCNH2 3.1, thallium flux FluxOr; stronger effect = lower value. activity change, % (tested at about 1.8 µM). AID 720553. 340,000 tested, 0.95% active;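 active means maximum activity change below -70%; inconclusive means maximum activity change from -70% to -50%; inactive means maximum activity change above -50%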;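 further: thallium influx rate constant from kinetic fluorescence after stimulation buffer; on the % scale 0 is the no-effect control and ±100 the full control effect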
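Thallium flux via FluxOr fluorescence (Red40 quencher, 45 min loading) in U2OS cells virally expressing the KCNH2 3.1 isoform (1.77 x 10^8 /mL virus, overnight at 37 C). Rate constants from 2-min kinetic reads post-stimulation, normalised to positive and negative controls.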
FBPA coupling cs – counter-screen for Giardia aldolase inhibitors: coupling enzyme system | coupling enzyme system counterscreen, AmpLite Red fluorescence | activity change, negative = inhibition, % at 58.2 µM, hits read low | 290,000 tested, 0.67% active | AID 2472; in the data active means activity change below about -30%; further: on the % scale 0 is the no-effect control and ±100 the full control effect
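Counterscreen of the coupled detection system alone, without aldolase: glyceraldehyde-3-phosphate coupling enzymes plus AmpLite Red readout. Compounds at 57.5 uM final, 10 min RT preincubation, 20 min RT reaction, fluorescence 525/598 nm.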
Integrin act MD – activators of alpha7 integrin expression for muscular dystrophy | Potency, µM (top dose mostly 38.3 µM), for inactives: at the highest dose activation, most hits filed as activators | 350,000 tested, 0.064% active | alpha7betagal myoblasts, beta-gal FDG fluorescence, 48 h;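 further: potency means the concentration at half of the fitted maximal effect; 100% = response of the positive control SU9516; nearly all actives have a fitted effect of over 60% in size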
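alpha7betagal+/- myoblasts (passage 13, 250/well) treated 48 h at 37C with compounds at 1:260 dilution of DMSO stock. Lysed, then beta-galactosidase activity read as FDG fluorescence (ex 480/em 540) after 30 min, with pre-read for autofluorescence.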
ASM inhibitor – blocks human secretory acid sphingomyelinase. P17405. placental ASM, HMU-PC fluorogenic substrate, 60 min. Potency, µM (titrated, usually from 57.5 µM), without a hit: top-dose activity change, negative = inhibition, actives largely listed as inhibitors. 340,000 tested, 0.006% active. AID 504937; further: potency means the concentration at half of the fitted maximal effect
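qHTS format. ASM enzyme prepared from human placenta hydrolyses the fluorogenic substrate HMU-PC0 (9 uM final) over 60 min at 37 °C after a 10 min compound preincubation.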
* hit, by the source's call; ? = inconclusive; · = not tested or not shown. Unless noted, the call rests on the fitted dose curve; in most records, active means well fitted curve in the direction sought with a large enough effect; inconclusive means small, poorly fitted or top-dose-only effect, or another doubt; inactive means no such curve, though single readings can be large; an effect the other way counts as inactive or inconclusive. Not all compounds are listed; the hit share may differ from the screen's.

| canonical_smiles | MLL CXXC-DNA inh | AT treatment | TRPV1 agonist | GALK inh | MBNL1-CUG inh | hERG WT inh | KCNH2 3.1 block | FBPA coupling cs | Integrin act MD | ASM inhibitor |
| --- | --- | --- | --- | --- | --- | --- | --- | --- | --- | --- |
| C[C@H]1C(=O)O[C@@H]2CCN3CC=C(COC(=O)[C@](C)(O)[C@]1(C)O)[C@H]23 | -2% | 3% | -1 | · | · | 0 | 1 | · | · | 4% |
| Oc1ccccc1Cl | · | 8% | · | · | · | -1 | -5 | · | 8% | -3% |
| CCn1c(O)c(C=NCCN2CCOCC2)c(=O)n(CC)c1=S | -20% | -2% | 0 | -1% | -9% | -2 | 0 | 1 | 16% | 2% |
| CC(C)Cc1nnc(NC(=O)CCC(=O)N2CCN(CCOC(c3ccccc3)c3ccccc3)CC2)s1 | 0% | 2% | -3 | -4% | -4% | -3 | -4 | 2 | -6% | 2% |
| CC(=O)Nc1ccc(OCCF)cc1 | 6% | -1% | -5 | 1% | · | -4 | 8 | 2 | 24% | -2% |
| Cc1cccc(C#N)c1 | · | 16% | -1 | · | · | -3 | 14 | · | · | -2% |
| Oc1ccc2c3c1OC1c4[nH]c5ccccc5c4C[C@@]4(O)C(C2)N(CC2CC2)CC[C@]314 (some centres undefined) | · | 4% | · | · | · | -2 | -33 | · | · | -1% |
| CCN1C[C@]2(CO)CC[C@H](OC)[C@@]34C5C[C@H]6[C@H](OC)C5[C@](O)(C[C@H]6OC)[C@@](O)(C(OC)C23)[C@@H]14 (some centres undefined) | · | · | · | · | · | 3 | 14 | · | 14% | -2% |
| CCN1CCN(c2ccc([N+](=O)[O-])cc2C#N)CC1 | 28% | 2% | -1 | -1% | ? | 56 | -16 | 4 | 4% | -3% |
| CCCc1nnc(NC(=O)CCC(=O)N2CCC3(CC2)OCCO3)s1 | -22% | 2% | -3 | 4% | -2% | -2 | 7 | 3 | -17% | 0% |
| COC(=O)C1=C(c2cccc(OCc3ccccc3)c2)C[C@@H]2CC[C@H]1N2C(=O)NCCOc1ccc(OC)cc1 | · | 2% | -1 | · | · | -12 | 6 | · | -10% | -4% |
| CC(C)n1nnnc1CN1CCN(C)CC1 | 6% | -2% | 0 | 5% | 7% | -4 | -14 | -1 | 8% | 5% |
| CCC(=NCc1ccco1)c1c(O)n(-c2ccccc2)c(=O)[nH]c1=O | -3% | -3% | 0 | -1% | 2% | -5 | -10 | 1 | -14% | -3% |
| C/C(=N\Nc1ccccc1)c1c(O)n(-c2ccccc2)c(=O)[nH]c1=O | 5% | 6% | -1 | 1% | · | 8 | -3 | 1 | 0% | -2% |
| O=C(CN1CCOCC1)c1cccc2ccccc12 | -6% | -2% | 7 | -3% | 16% | 2 | 7 | -1 | -27% | -3% |
| S=C(NCCc1ccccc1)NCCc1cnc[nH]1 | 5% | -4% | 16 | -2% | -1% | 14 | -9 | 2 | -5% | 3% |
| CC(=NCCN1CCCCC1)c1c(O)n(-c2ccccc2)c(=O)[nH]c1=O | -1% | 24% | -2 | · | 1% | -5 | -6 | 0 | 20% | -1% |
| N#CCCn1cc(C(=O)Nc2ccc([N+](=O)[O-])cc2)c(-c2ccc3c(c2)OCCO3)n1 | -13% | 0% | -3 | -4% | ? | 4 | -37 | -2 | 1% | 4% |
| c1ccc(C(CN2CCCCC2)c2ccccc2)cc1 | · | · | · | · | · | 13 | -15 | · | -23% | 5% |
| CCCC(C)C1C(C#N)=C(N)Oc2c1c(=O)oc1ccccc21 (centres undefined) | 11% | 0% | -7 | -3% | 6% | 3 | 0 | 1 | 11% | -1% |
| CCOC(=O)CSCCOc1ccc(C=C2C(=O)NC(=O)NC2=O)cc1OC | ? | -1% | 1 | -1% | 0% | 11 | 18 | 1 | -15% | 1% |
| CCCSP1(=S)NCCCO1 (centres undefined) | -9% | -1% | 0 | 3% | -16% | 2 | 12 | -5 | -34% | -2% |
| O=c1[nH]c(=O)n(Cc2ccco2)c(O)c1C=NCCN1CCNCC1 | -11% | 1% | 0 | 6% | · | 3 | 18 | 1 | 29% | 1% |
| COc1ccc(CN2CCN(Cc3ccccc3F)CC2)cc1 | 9% | 10% | -3 | · | -6% | 37 | 4 | 2 | -16% | 1% |
| CCCCn1c(=O)c(C(=O)NCc2ccncc2)c(O)c2ccccc21 | 4% | 26% | · | 3% | -16% | 2 | -4 | -5 | -1% | -13% |
| CCCCN1C(=O)NC(=O)C2(Cc3cc(C)ccc3N(C)C2)C1=O (centres undefined) | 0% | 6% | -3 | -10% | -9% | 0 | -12 | -4 | -2% | -2% |
| CCN1CCOC(c2ccccc2)C1 (centres undefined) | · | · | · | · | · | 0 | -4 | · | 0% | 5% |
| CCCCNC(=O)OC(C)CNC(=O)Oc1cccc(C)c1 (centres undefined) | -2% | -7% | 2 | 0% | 3% | -5 | 14 | 2 | 20% | 0% |
| COC(=O)C1=C(c2c(C)noc2C)C[C@@H]2CC[C@H]1N2C(=O)NCCO | · | 6% | -1 | · | · | -6 | -4 | · | -8% | 5% |
| Cc1ccc(O)c(C(=O)c2cc(C(=O)NCc3ccccc3)c(=O)n(Cc3ccccc3)c2)c1 | 20% | -4% | -1 | 0% | 0% | 23 | 4 | -4 | 5% | 15% |

Fetched by structure from the list above:
| canonical_smiles | MLL CXXC-DNA inh | AT treatment | TRPV1 agonist | GALK inh | MBNL1-CUG inh | hERG WT inh | KCNH2 3.1 block | FBPA coupling cs | Integrin act MD | ASM inhibitor |
| --- | --- | --- | --- | --- | --- | --- | --- | --- | --- | --- |
| CCCCNC(=O)OC(C)CNC(=O)Oc1cccc(C)c1 (centres undefined) | -2% | -7% | 2 | 0% | 3% | -5 | 14 | 2 | 20% | 0% |
| Cc1ccc(O)c(C(=O)c2cc(C(=O)NCc3ccccc3)c(=O)n(Cc3ccccc3)c2)c1 | 20% | -4% | -1 | 0% | 0% | 23 | 4 | -4 | 5% | 15% |
| COc1ccc(CN2CCN(Cc3ccccc3F)CC2)cc1 | 9% | 10% | -3 | · | -6% | 37 | 4 | 2 | -16% | 1% |
| O=c1[nH]c(=O)n(Cc2ccco2)c(O)c1C=NCCN1CCNCC1 | -11% | 1% | 0 | 6% | · | 3 | 18 | 1 | 29% | 1% |
| CCCSP1(=S)NCCCO1 (centres undefined) | -9% | -1% | 0 | 3% | -16% | 2 | 12 | -5 | -34% | -2% |

Additional compounds follow.
| canonical_smiles | MLL CXXC-DNA inh | AT treatment | TRPV1 agonist | GALK inh | MBNL1-CUG inh | hERG WT inh | KCNH2 3.1 block | FBPA coupling cs | Integrin act MD | ASM inhibitor |
| --- | --- | --- | --- | --- | --- | --- | --- | --- | --- | --- |
| CC(=O)N1CC(=O)Nc2ccc(Cl)cc2C1c1ccccc1 (centres undefined) | -19% | 25µM* | 2 | 5% | -18% | 33 | 8 | -2 | 13% | 3% |
| Cn1c(N)c(Sc2ccccc2[N+](=O)[O-])c(=O)n(C)c1=O | -5% | 4% | 2 | -3% | ? | -2 | 20 | -3 | 9% | 4% |
| COc1ccc(CN2C(=O)NC(=O)/C(=C/c3ccc([N+](=O)[O-])s3)C2=O)cc1 | -5% | -1% | -1 | 0% | ? | 0 | -26 | -4 | -34% | -14% |
| CC(=O)O[C@@H]1[C@H]2CC[C@@H]3[C@]1(C[C@@H](OC(C)=O)[C@@]1(O)C([C@@H]4O[C@@H]4C1(C)C)[C@]3(C)O)C[C@@]2(C)O (some centres undefined) | -1% | -10% | 1 | · | 13% | -1 | -10 | 4 | -18% | 4% |
| Cc1ccc(Cn2cc(C=O)c(-c3ccc(C)cc3)n2)cc1 | -5% | 13% | ? | -4% | -6% | 1 | 3 | -2 | -8% | -9% |
| O=C(CSC1c2ccccc2-c2ccccc21)N/N=C/c1ccccc1O | -7% | -1% | 5 | 2% | 25% | 3 | -20 | 2 | 10% | 100% |
| COc1ccc(CN2Cc3cnnn3-c3ccccc3C2c2ccccc2)cc1 (centres undefined) | · | · | · | · | · | -4 | -34 | · | -6% | -27% |
| NS(=O)(=O)c1cccc(N2CCNCC2)c1 | 11% | 4% | -1 | 4% | -3% | 1 | -2 | 0 | -6% | 3% |
| COCCOC(=O)C1=C(N)Oc2c(c(=O)oc3ccccc23)C1c1ccncc1 (centres undefined) | -6% | -9% | -1 | 0% | -5% | -22 | -15 | 2 | 7% | 1% |
| O=C(Cc1ccccc1F)N1CCN(CC(=O)N2CCCC2)CC1 | · | 3% | · | · | · | 4 | 1 | · | 0% | 2% |
| CCOCCCNC(=O)C1c2cc(OC)c(OC)cc2C(=O)N2CCCCC12 (centres undefined) | 19% | 2% | -2 | 1% | -27% | 1 | -19 | 6 | 13% | 2% |
